# Screening data: PubChem, several laboratories
# Rab2A wt mod – changes GTP binding to wildtype dog Rab2A, up or down | P61105 | GST-Rab2 wt beads, Bodipy-GTP binding, flow cytometry | GTP binding activity, % at 10 µM | actives 0.19% (n = 190,000) | AID 760;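 active = GTP binding activity at least 20 points away from 100%, either lowered or raised; inconclusive = signal likely due to the compound's own green fluorescence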;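 note: 0% = beads with excess unlabeled GTP and 100% = no-compound control corrected for plate trend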
# Rab7 wt modul – alters GTP binding to wildtype dog Rab7; GST-Rab7 beads, fluorescent GTP binding, flow cytometry; actives lie on both sides; untreated = 100%, excess cold GTP = 0%; GTP binding activity (percent of control), % at 10 µM; actives 0.055% (n = 190,000); AID 758;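 active = fluorescent GTP binding to Rab7 beads changed by at least 20 points from the 100% baseline, either direction, mostly lower; inconclusive = compound itself probably fluorescent, or too few beads counted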;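 note: median green fluorescence of bound Bodipy-FL-GTP per Rab7 bead population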
# HRas wt GTP bind – human HRas wildtype GTP binding, change in either direction; P01112; GST-Ras wt beads, Bodipy-FL-GTP binding, flow cytometry; actives lie on both sides; GTP binding activity, % at 10 µM; actives 0.14% (n = 190,000);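 active = GTP binding activity at least 20% away from the 100% baseline, either lowered as inhibitor or raised as activator; inconclusive = flagged as likely green fluorescent, judged across all proteins in the well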;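 note: 0% = unlabeled GTP competition control and 100% = no-compound control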
# Target sequence (P01112 whole entry, looked up): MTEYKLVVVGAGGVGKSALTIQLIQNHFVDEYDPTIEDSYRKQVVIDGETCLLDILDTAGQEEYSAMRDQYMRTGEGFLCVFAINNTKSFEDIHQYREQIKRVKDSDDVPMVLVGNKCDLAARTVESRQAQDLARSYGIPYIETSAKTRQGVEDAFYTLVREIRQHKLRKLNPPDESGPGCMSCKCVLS
# Mcl1-Noxa inh – Mcl-1/Noxa interaction inhibition; Q07820; TR-FRET Mcl-1/Noxa peptide binding, 2 h; inhibition, % at 21.7 µM; actives 1.5% (n = 220,000);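 active = compounds that cut the protein-peptide binding signal by more than 50% relative to plate controls in a single-dose test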;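 note: His-tagged Mcl-1 with rhodamine Noxa BH3 peptide and terbium anti-His antibody; 0% = Mcl-1 plus Noxa peptide wells and 100% = peptide-only wells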
# Target sequence (Q07820 whole entry, looked up): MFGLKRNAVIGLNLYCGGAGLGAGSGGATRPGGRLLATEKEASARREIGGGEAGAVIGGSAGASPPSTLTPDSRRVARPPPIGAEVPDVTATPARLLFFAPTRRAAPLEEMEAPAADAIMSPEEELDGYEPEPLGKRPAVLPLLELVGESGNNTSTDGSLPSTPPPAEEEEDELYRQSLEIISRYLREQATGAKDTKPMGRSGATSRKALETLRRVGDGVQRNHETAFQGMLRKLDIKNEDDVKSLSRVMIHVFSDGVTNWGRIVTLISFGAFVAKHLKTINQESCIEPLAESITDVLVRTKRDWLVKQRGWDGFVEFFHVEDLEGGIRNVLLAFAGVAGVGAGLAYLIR
# Avidin fluor – compound fluoresces at 488/530 nm on avidin beads; actives 0.38% (n = 220,000); compound fluorescence 488/530 nm, flow cytometry; stronger effect = higher value; fluorescence (KMESF) at 10 µM; in the data active = fluorescence above about 47; note: inactives centre near 10
# Rac1 mut GTP – human Rac1 activated mutant GTP binding change; P63000; GST-Rac1 activated beads, fluorescent GTP binding, flow cytometry; actives lie on both sides; 100% means binding = to untreated wells; percent activity (GTP binding), % at 10 µM; actives 0.11% (n = 190,000);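 active = GTP binding at least 20 percentage points away from the 100% baseline, in either direction, so actives lie on both sides; inconclusive = Compound likely fluorescent itself, or too few beads counted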
# GSH fluor – compound fluoresces at 488/530 nm on GSH beads; GSH beads flow cytometry, compound fluorescence 488/530 nm; stronger effect = higher value; fluorescence (KMESF) at 10 µM; actives 0.25% (n = 190,000); in the data active = fluorescence above about 89;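 note: glutathione beads carrying GST-tagged Bcl family fusion proteins plus one bare bead set; values are compound well signal with DMSO vehicle wells as background; inactives centre near 16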
# Cdc42 wt – changes GTP binding to wildtype human Cdc42; percent activity (GTP binding), % at 10 µM; GST-Cdc42 beads, Bodipy-GTP binding, flow cytometry; actives lie on both sides; actives 0.2% (n = 190,000); AID 761;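 active = percent activity GTP binding at least 20 points away from the 100% baseline, either down as inhibitor or up as activator; inconclusive = compound flagged as likely green fluorescent from well-wide comparison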;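 note: median bead fluorescence of bound Bodipy-FL-GTP at 100 nM; 0% = excess unlabeled GTP control and 100% = no compound control; below 100% means less GTP binding so inhibitor and above means activator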
# Target sequence (P60953 whole entry, looked up): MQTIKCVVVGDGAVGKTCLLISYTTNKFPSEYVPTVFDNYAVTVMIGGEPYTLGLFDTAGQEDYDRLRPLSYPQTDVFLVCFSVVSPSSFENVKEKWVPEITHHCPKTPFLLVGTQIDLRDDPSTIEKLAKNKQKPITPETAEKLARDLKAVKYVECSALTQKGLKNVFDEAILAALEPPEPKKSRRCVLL
# Pf gametocyte – kills late stage P. falciparum gametocytes; P. falciparum stage V gametocytes, ATP luminescence, 24 h; inhibition, % at 10.9 µM; actives 0.065% (n = 150,000);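 active = inhibition above the mean plus 3 SD of compounds within the control limits, set per campaign, cut at about 38% in these data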;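 note: 0% = DMSO wells and 100% = medium only without gametocytes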
# Mcl1 Bid PPI – disrupts binding of human Mcl-1 to Bid peptide | TR-FRET Mcl-1/Bid-Dy647 peptide binding, 1536-well | actives 0.97% (n = 220,000) | inhibition, % at 21.7 µM | Q07820;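 active = compounds that cut the binding signal by more than half at the single screening dose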;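 note: His-tagged Mcl-1 with europium anti-His antibody binding Bid BH3 peptide; 0% = Mcl-1 plus peptide wells and 100% = peptide-only wells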
# Rac1 wt modul – alters GTP binding to wildtype human Rac1; AID 757; GST-Rac1 beads, fluorescent GTP binding, flow cytometry; actives lie on both sides; 0 = cold GTP competed, 100 = untreated; actives 0.27% (n = 190,000); GTP binding activity (% of control), % at 10 µM;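 active = GTP binding activity at least 20 points away from the 100% control level, either lower or higher; inconclusive = compound flagged as likely green fluorescent, judged across all proteins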
# * = called active by the depositor; ? = inconclusive; nt = not tested or not shown.
# Sample of the layout:
SMILES,Rab2A wt mod,Rab7 wt modul,HRas wt GTP bind,Mcl1-Noxa inh,Avidin fluor,Rac1 mut GTP,GSH fluor,Cdc42 wt,Pf gametocyte,Mcl1 Bid PPI,Rac1 wt modul
CCOc1ccc(N2C(=O)CC(N3CC(C)OC(C)C3)C2=O)cc1 (centres undefined),99,97,99,8,9,100,8,100,nt,-3,105
Cc1snc(SCC(=O)N/N=C(\N)COc2ccc(F)cc2)c1C#N,101,100,102,-3,20,97,29,100,21,-22,99
Cc1c(CCO)c(=O)oc2n[nH]c(-c3ccccc3)c12,95,100,99,0,11,96,15,95,-7,-33,101
COCc1nc(-c2cc(OC)c(OC)c(OC)c2)no1,104,101,101,-15,36,100,21,105,-9,-20,106
CCCOc1ccc(Cn2cnc3ccccc32)cc1,100,98,100,0,6,99,14,102,16,-11,103
COc1ccc(N2C(=O)CC(Sc3ccccc3C(=O)O)C2=O)c([N+](=O)[O-])c1 (centres undefined),100,104,101,24,10,96,21,95,31,-36,100
CCOc1ccc(-n2c(=O)[nH]cc(C(=O)Nc3ccc(OC)c(OC)c3)c2=O)cc1,93,93,92,1,8,94,67,96,10,-1,93
CCOC(=O)N1CCN(S(=O)(=O)c2ccc(C(=O)Nc3ccc4c(c3)C(=O)NC4=O)cc2)CC1,98,95,100,-17,15,101,4,102,12,30,102
O=C1CC(N2CCN(C/C=C/c3ccccc3)CC2)C(=O)N1Cc1ccc(N2CCCC2=O)cc1 (centres undefined),96,91,96,-1,10,94,25,98,nt,-18,95
Clc1ccc(-c2n[nH]c3c2CCC3)c(Cl)c1,103,103,99,1,13,98,36,99,9,-8,103
Nn1c(SCC(=O)NC2CCCc3ccccc32)nnc1-c1cccs1 (centres undefined),100,102,100,16,7,99,12,99,nt,-2,109
CC1Cc2ccccc2N1C(=O)COC(=O)c1ccc(S(=O)(=O)N(C)C)cc1 (centres undefined),97,101,97,6,7,95,58,98,nt,-1,102

# This part in full, from the first entry:
SMILES,Rab2A wt mod,Rab7 wt modul,HRas wt GTP bind,Mcl1-Noxa inh,Avidin fluor,Rac1 mut GTP,GSH fluor,Cdc42 wt,Pf gametocyte,Mcl1 Bid PPI,Rac1 wt modul
CCOc1ccc(N2C(=O)CC(N3CC(C)OC(C)C3)C2=O)cc1 (centres undefined),99,97,99,8,9,100,8,100,nt,-3,105
Cc1snc(SCC(=O)N/N=C(\N)COc2ccc(F)cc2)c1C#N,101,100,102,-3,20,97,29,100,21,-22,99
Cc1c(CCO)c(=O)oc2n[nH]c(-c3ccccc3)c12,95,100,99,0,11,96,15,95,-7,-33,101
COCc1nc(-c2cc(OC)c(OC)c(OC)c2)no1,104,101,101,-15,36,100,21,105,-9,-20,106
CCCOc1ccc(Cn2cnc3ccccc32)cc1,100,98,100,0,6,99,14,102,16,-11,103
COc1ccc(N2C(=O)CC(Sc3ccccc3C(=O)O)C2=O)c([N+](=O)[O-])c1 (centres undefined),100,104,101,24,10,96,21,95,31,-36,100
CCOc1ccc(-n2c(=O)[nH]cc(C(=O)Nc3ccc(OC)c(OC)c3)c2=O)cc1,93,93,92,1,8,94,67,96,10,-1,93
CCOC(=O)N1CCN(S(=O)(=O)c2ccc(C(=O)Nc3ccc4c(c3)C(=O)NC4=O)cc2)CC1,98,95,100,-17,15,101,4,102,12,30,102
O=C1CC(N2CCN(C/C=C/c3ccccc3)CC2)C(=O)N1Cc1ccc(N2CCCC2=O)cc1 (centres undefined),96,91,96,-1,10,94,25,98,nt,-18,95
Clc1ccc(-c2n[nH]c3c2CCC3)c(Cl)c1,103,103,99,1,13,98,36,99,9,-8,103

# Full records, looked up by structure.
# CCCOc1ccc(Cn2cnc3ccccc32)cc1 as listed: Rab2A wt mod: 100; Rab7 wt modul: 98; HRas wt GTP bind: 100; Mcl1-Noxa inh: 0; Avidin fluor: 6; Rac1 mut GTP: 99; GSH fluor: 14; Cdc42 wt: 102; Pf gametocyte: 16; Mcl1 Bid PPI: -11; Rac1 wt modul: 103
# CCOc1ccc(N2C(=O)CC(N3CC(C)OC(C)C3)C2=O)cc1 (centres undefined) as listed: Rab2A wt mod: 99; Rab7 wt modul: 97; HRas wt GTP bind: 99; Mcl1-Noxa inh: 8; Avidin fluor: 9; Rac1 mut GTP: 100; GSH fluor: 8; Cdc42 wt: 100; Pf gametocyte: nt; Mcl1 Bid PPI: -3; Rac1 wt modul: 105

# Going on with the list.
SMILES,Rab2A wt mod,Rab7 wt modul,HRas wt GTP bind,Mcl1-Noxa inh,Avidin fluor,Rac1 mut GTP,GSH fluor,Cdc42 wt,Pf gametocyte,Mcl1 Bid PPI,Rac1 wt modul
Nn1c(SCC(=O)NC2CCCc3ccccc32)nnc1-c1cccs1 (centres undefined),100,102,100,16,7,99,12,99,nt,-2,109
CC1Cc2ccccc2N1C(=O)COC(=O)c1ccc(S(=O)(=O)N(C)C)cc1 (centres undefined),97,101,97,6,7,95,58,98,nt,-1,102
Cc1cc(C)c(S(C)(=O)=O)c(Oc2cccc(Cl)c2)n1,103,101,101,5,5,101,31,104,12,0,103
CCNC(=S)NNC(=O)c1cc(-c2cccc(OCC)c2)nc2ccccc12,101,100,99,-85,7,98,28,101,7,-50,99
COC(=O)c1cn[nH]c1NC(=S)Nc1ccc(C)cc1Cl,97,98,98,13,21,95,24,99,nt,0,101
Cc1ccc(NC(=O)Cn2c(=S)[nH]c3ccccc32)cc1,96,104,92,36,6,96,14,91,16,-34,98
O=C(Nc1nnc(C2CC2)s1)c1cccc(S(=O)(=O)N2CC(c3ccccc3)CC2=O)c1 (centres undefined),100,102,101,30,7,96,29,97,nt,0,103
COc1ccc(CCNC(=O)C2CC(=O)N(c3ccccc3)C2)cc1OC (centres undefined),101,101,103,-9,10,101,50,105,nt,-3,110
CCOC(=O)CN(C(=O)CN1CCOCC1)c1ccc(Br)cc1,95,92,98,4,35,92,17,99,9,-5,95
CC(C)c1c(C#N)c(N)nc(SCC(=O)c2cc3ccccc3oc2=O)c1C#N,100,101,99,-12,15,101,22,102,nt,-18,106
COCCn1c(C)cc(C(=O)CSc2cc(C)c3ccccc3n2)c1C,98,99,96,13,7,96,11,98,nt,-28,99
COc1ccccc1NC(=O)c1ccc(NC(=O)CSc2nnnn2C)cc1,99,100,98,5,18,97,23,95,8,-5,96
CCOc1ccccc1N1CCN(S(=O)(=O)c2cccs2)CC1,101,102,103,-5,12,100,13,101,2,-8,100
CCOc1ccc(NC(=O)Cc2c(O)c3ccccc3[nH]c2=O)cc1,92,95,95,8,7,93,52,94,nt,-116,97
CSc1ccc(/C=C/C(=O)OCC(=O)N(C)CCC#N)cc1,96,104,96,18,10,96,17,96,nt,-27,98
C=CCn1c(Br)nc2c1c(=O)n(C)c(=O)n2C,101,97,100,-3,17,100,22,103,nt,-12,101
O=C1c2cccc3c(N4CCCCC4)ccc(c23)C(=O)N1c1cccc(O)c1,96,103,97,-21,19,95,10,90,13,-29,97
CCN1C(=O)CSc2ccc(C(=O)NCCCN3CCOCC3)cc21,102,102,102,-14,22,97,11,96,nt,-9,101
O=C(Cc1ccc(Br)cc1)Nc1cccc(-c2cn3c(n2)SCC3)c1,98,102,96,6,17,93,11,94,15,-30,93
CC(C)Oc1ccc(C(=O)NC(=S)Nc2ccc(CN3CCOCC3)cc2)cc1,97,97,97,6,3,100,18,101,0,-50,103
COc1ccc(C2(O)CCN(C(=O)NC3CCCCC3)CC2)cc1,101,100,102,8,10,99,24,103,nt,-30,105
COC(=O)c1c(NC(=O)/C=C/C(=O)O)sc(C)c1-c1ccc(C)c(C)c1,?,?,?,10,3,?,6,?,nt,-21,?
COC(=O)c1cn(NC(=O)c2cc(OC)c(OC)c(OC)c2)c(=O)c2ccccc12,99,98,99,-24,10,97,9,98,nt,4,98
Cc1cccc(N(CC(=O)NCc2ccccc2)C(=O)Cn2nnc(-c3ccc(C)o3)n2)c1,103,101,103,2,12,104,6,106,nt,-14,107
CCOC(=O)C1CN(S(=O)(=O)c2ccccc2)c2cc(S(=O)(=O)CC)ccc2O1 (centres undefined),97,101,99,2,12,98,13,100,nt,-25,105
CCC1CCCCN1C(=O)N[C@@H](CCSC)C(=O)OC (some centres undefined),102,100,101,21,8,100,16,101,nt,-10,106
COC(=O)c1c(NC(=O)CSc2ncnc3c2cnn3-c2ccccc2Cl)sc2c1CCCC2,96,96,100,1,5,98,19,101,nt,-22,104
Cc1cccc(-c2nc(CS(=O)CC(=O)NCCCSC3CCCCC3)c(C)o2)c1 (centres undefined),98,101,102,7,16,95,5,102,-14,-50,100
CCN(CC)C(=S)SCC(=O)c1c(C)[nH]c2ccccc12,99,100,97,24,14,98,12,99,-7,-18,101
COc1ccc(N2CCN(C(=O)CNC(=O)Cn3c(C)cc4ccccc4c3=O)CC2)cc1,103,102,102,18,11,99,25,104,nt,-24,106
COc1ccccc1CP(=O)(c1ccccc1)c1ccccc1,99,100,97,-6,6,99,17,96,nt,-2,100
O=C(NC(=S)Nc1ccc(Oc2ccccc2)cc1)c1ccc(Cl)cc1,97,100,102,7,9,94,8,101,nt,1,105
Cc1cc(N2CCN(C)CC2)nc2ccc(NC(=O)CCC(=O)NCc3ccco3)cc12,93,88,91,0,10,91,46,91,31,-27,90
Cc1ccc(-c2noc(CCCC(=O)Nc3cccnc3)n2)cc1,99,97,100,12,28,100,23,99,-27,1,102
Brc1c(CSc2nncc3ccccc23)nc2ccccn12,97,104,97,20,9,96,17,96,-3,-35,97
CS(=O)(=O)NN1C(=O)c2ccccc2NC1c1cccs1 (centres undefined),100,95,100,11,5,101,9,99,-11,-19,102
O=C1C=C(Nc2ccc(Cl)cc2)C(=O)N1c1ccc(Cl)cc1,101,101,99,14,2,96,6,102,2,-6,102
